GPR55 antagonists: GPR55 antagonists blocking LPI-driven arrestin recruitment, primary screen, imaging, U2OS, beta-arrestin-GFP, LPI agonist (AID 2013); U2OS GPR55 beta-arrestin-GFP translocation imaging, LPI antagonism; higher % means a stronger effect; 290,000 tested, 0.13% active; G-protein coupled receptor 55 (Homo sapiens); inhibition, % at 10 µM, or IC50 in µM where a hit was titrated;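 active means spots per cell inhibited over 60%, with over 100 cells counted and total cytoplasm intensity under 500,000; inconclusive means wells with under 100 cells, flagged as likely toxic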;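 further: U2OS cells stably carrying GPR55 and arrestin-GFP stimulated by 5 µM LPI near EC80; imaged beta-arrestin-GFP aggregate spots per cell after agonist stimulation; plate controls were LPI-stimulated DMSO wells for no effect and DMSO wells without LPI for full effect; some results filed as inactive read as strong as hits; confirmed hits need IC50 under 10 µM and bright autofluorescent wells are also inconclusive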
Dengue-2 NS5 capping: Dengue-2 NS5 methyltransferase inhibitors, primary screen, biochemical, confirmation dose response (AID 588689); 340,000 tested, 0.3% active; Dengue-2 NS5 methyltransferase capping enzyme assay, biochemical; higher % means a stronger effect; one-dose inhibition, % at 25 µM; IC50 in µM for titrated hits; in the data active means a potency from the dose series; inconclusive means inhibition above about 29% without an active follow-up result
GPR55 activation: GPR55 agonists via beta-arrestin recruitment, primary screen, imaging, U2OS cells, beta-arrestin-GFP redistribution (AID 1961) | 290,000 tested, 0.048% active | one-dose activation, % at 10 µM; EC50 in µM for titrated hits | G-protein coupled receptor 55 (Homo sapiens) | U2OS GPR55 beta-arrestin-GFP redistribution imaging; higher % means a stronger effect;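 active means activation above 40% with more than 50 cells counted in the well; inconclusive means wells holding fewer than 50 cells, flagged as toxic or sparse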;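 further: U2OS osteosarcoma cells stably expressing GPR55 and beta-arrestin-GFP; plate controls were DMSO negative control for no effect and LPI positive control for full effect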
GPR35 arrestin U2OS: GPR35 antagonists blocking zaprinast-driven arrestin recruitment, primary screen, imaging, U2OS, beta-arrestin-GFP, zaprinast agonist (AID 2058). G-protein coupled receptor 35 (Homo sapiens). U2OS GPR35 beta-arrestin-GFP translocation imaging, zaprinast antagonism; higher % means a stronger effect. inhibition, % at 10 µM; hits with a dose series show IC50 in µM. 290,000 tested, 0.052% active;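 active means inhibition of at least 50% with at least 30 cells and total cytoplasm GFP at most 10,000,000; inconclusive means under 30 cells or total GFP of 10,000,000 plus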
K1F lysis inhibition: inhibition of K1F phage lysis, E. coli UTI89, bacterial capsule biogenesis inhibitors, alamar blue (AID 488966); E. coli UTI89 K1F phage lysis, alamar blue, 2 h; higher % means a stronger effect; inhibition, % at 100 µM, or IC50 in µM where a hit was titrated; 340,000 tested, 0.02% active;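 active means phage lysis inhibition, versus mean bacterial control, above a set limit; inconclusive means no clear call, values can overlap the other calls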;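 further: capsule biogenesis inhibitors block K1F phage lysis so surviving cells raise fluorescence; higher fluorescence means more inhibition of phage lysis; actives were called in the ten point dose series up to 300 µM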
NTR1 ag: agonists of NTR1, primary screen, imaging, U2OS cells, beta-arrestin-GFP, high content (AID 493036) | NTR1-U2OS beta-arrestin-GFP spot imaging, agonist mode | activation, % at 20 µM | 330,000 tested, 0.17% active;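 active means activation at or above 40% of the spot to cytoplasm intensity ratio, with at least 20 cells analyzed; inconclusive means wells under 20 cells, flagged as cytotoxic or low count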;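 further: 0% = DMSO without peptide and 100% = 100 nM NTR1 peptide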
Target sequence (P30989 whole entry, looked up): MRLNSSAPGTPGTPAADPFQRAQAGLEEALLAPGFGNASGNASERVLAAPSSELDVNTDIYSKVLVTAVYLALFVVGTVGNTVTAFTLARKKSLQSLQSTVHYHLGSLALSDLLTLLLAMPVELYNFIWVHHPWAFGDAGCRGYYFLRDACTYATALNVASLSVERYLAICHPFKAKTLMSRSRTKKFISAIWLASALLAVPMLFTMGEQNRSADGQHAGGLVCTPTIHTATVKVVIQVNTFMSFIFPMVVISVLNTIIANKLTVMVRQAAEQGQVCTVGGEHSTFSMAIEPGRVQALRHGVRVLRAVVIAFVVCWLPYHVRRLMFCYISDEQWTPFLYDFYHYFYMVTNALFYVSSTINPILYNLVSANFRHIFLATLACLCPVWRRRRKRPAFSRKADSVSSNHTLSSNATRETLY
Siah-1 displacement: Siah-1 peptide-binding antagonists, primary screen, biochemical, fluorescence polarization, rhodamine-plectin, uHTS (AID 1817); displacement, % at 20 µM, or IC50 in µM where a hit was titrated; Siah-1 / rhodamine-plectin peptide fluorescence polarization; higher % means a stronger effect; 290,000 tested, 0.02% active;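 active means displacement of at least 50% at 20 µM, with a fluorescence ratio check between 0.3 and a set limit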;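 further: plate controls were Siah plus tracer with DMSO for no effect and tracer alone without Siah for full effect; strong numbers were not always called active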
AID2073: inhibitors of Mint1-CaV2.2 protein interaction, biochemical, HTRF (AID 2073); one-dose inhibition, % at 20 µM; IC50 in µM for titrated hits; Voltage-dependent N-type calcium channel subunit alpha-1B (Homo sapiens); HTRF protein-protein interaction, Mint1-CaV2.2; higher % means a stronger effect; 290,000 tested, 0.19% active; in the data active means inhibition mostly above about 51%, no sharp cut-off; inconclusive means no clear call, values can overlap the other calls; inactive means mostly below about 53%; further: some results filed as inactive read as strong as hits
HIV peptide binding: inhibitors of HIV fusion peptide binding, primary screen, biochemical, uHTS, fluorescence dequenching (AID 1986); 290,000 tested, 0.3% active; cell-free peptide binding, fluorescence dequenching, 30 min; higher % means a stronger effect; inhibition, % at 20 µM, or IC50 in µM where a hit was titrated; in the data active means inhibition mostly above about 52%, no sharp cut-off; inactive means mostly below about 76%; further: some results filed as inactive read as strong as hits
NTR1 ag cell count 20 µM: further read-out of NTR1 ag, marked with its call; cell count; measured here: cell count, cytotoxicity flag
Dengue-2 NS5 capping pilot replicate: also measured in Dengue-2 NS5 capping; calls as there; inhibition, %; measured here: pilot screen replicate inhibition
An asterisk follows results filed as active; ? = inconclusive; . = no result given; [ ] = remark or other dose.

SMILES	GPR55 antagonists	Dengue-2 NS5 capping	GPR55 activation	GPR35 arrestin U2OS	K1F lysis inhibition	NTR1 ag	NTR1 ag cell count 20 µM	Siah-1 displacement	AID2073	HIV peptide binding	others
CC(=O)N(CCC(Cc1ccccc1)c1ccc2c(c1)OCO2)Cc1ccccc1F (configuration not stated)	15.8%	-0.8%	0.0%	2.0%	1.4%	14.6	71	4.6%	1.5%	-0.9%
COC(=O)c1c(-c2cccs2)csc1NC(=O)CN1CCOCC1	1.9%	-5.5%	-0.1%	-5.1%	0.2%	5.4	39	6.1%	0.8%	-0.2%
CCOC(=O)CSCc1csc(CC(=O)Nc2ccccc2C)n1	9.1%	2.6%	-0.1%	9.4%	1.5%	0.0	39	-2.6%	2.9%	1.5%
Cn1c(=O)[nH]c(=O)c2c1nc(Br)n2CCOc1ccccc1	-20.7%	-4.1%	-0.1%	1.3%	0.7%	-2.3	57	1.5%	7.2%	0.1%
COc1cccc(NC(=O)CSc2ncnc3c2cnn3Cc2ccccc2)c1	1.9%	-0.6%	0.0%	4.2%	-0.3%	3.3	77	-0.6%	-4.4%	1.1%	Dengue-2 NS5 capping pilot replicate=-1.8
COC(=O)c1c(NC(=O)C2CC2)sc2c1CCN(C(C)=O)C2	-16.9%	-2.1%	0.4%	-8.3%	-1.5%	0.5	50	-2.2%	-2.0%	1.2%
CC(C)C(=O)Nc1nnc(S(=O)(=O)N2CCc3ccccc32)s1	-3.9%	-0.7%	-0.1%	-12.8%	0.4%	2.0	46	-4.0%	8.5%	0.1%
O=C1NC(=O)c2cc(Br)cc3cccc1c23	-8.7%	-3.0%	0.2%	4.0%	0.2%	0.2	34	8.3%	-0.5%	-3.4%
CCOC1=NN(c2ncc(C(F)(F)F)cc2Cl)C(=O)C1	13.0%	0.7%	-0.4%	5.2%	0.4%	-1.0	49	3.1%	5.7%	1.5%
Cc1ccc(C)c(/C(O)=C2\C(=O)C(=O)N(CCCN3CCOCC3)C2c2cccnc2)c1 (configuration not stated)	14.8%	4.8%	-0.1%	4.3%	-0.4%	.	.	-2.3%	-0.5%	3.0%
CCCCn1c(N)c(NCc2ccccc2)c(=O)[nH]c1=O	6.8%	?	0.1%	-3.7%	0.6%	-0.2	52	0.7%	-6.1%	0.4%
Cc1cc(N2CCCC2)c(F)cc1/C=C\[N+](=O)[O-]	15.3%	?	0.6%	31.1%	-0.8%	.	.	-3.1%	31.6%	25.9%
O=C(c1cccc(Cl)c1)C1CCCN(C(=O)c2ccc3c(c2)OCO3)C1 (configuration not stated)	4.2%	3.2%	0.3%	2.9%	0.1%	0.7	70	-1.9%	17.2%	-3.3%
N#CC1(C#N)COC23CCCCC2C1(C#N)C(=N)O3 (configuration not stated)	4.2%	?	0.3%	20.8%	-0.2%	5.1	77	2.6%	-4.0%	39.7%
Cc1cccc(OCC(O)CN2CCN(c3ccccn3)CC2)c1C (configuration not stated)	5.6%	-5.4%	-0.1%	-12.3%	0.0%	0.3	48	-1.1%	2.3%	1.4%
CC(C)Oc1ccc(Nc2ncnc3ccccc23)cc1	-7.4%	-10.0%	-0.1%	?	1.3%	0.6	77	-0.2%	-1.1%	1.7%
CCOc1ccc(C(=O)n2cc(C(=O)OC)c3ccccc32)cc1OCC	-2.7%	8.5%	-0.2%	0.9%	0.0%	4.6	65	-0.8%	10.2%	-2.7%
O=C(O)CN1C(=O)CSC1=S	14.0%	5.5%	0.5%	0.2%	2.7%[50 µM]	-0.7	71	10.1%	-8.4%	-0.9%
Cc1cc(-c2nnc(-c3cccc(C(F)(F)F)c3)o2)no1	-4.2%	0.0%	-0.2%	5.2%	-1.1%	0.3	48	-3.5%	1.9%	0.8%
CC(C)n1c(SC2C(=O)CC(C)(C)CC2=O)nc2c1c(=O)n(C)c(=O)n2C	7.4%	-6.1%	0.2%	6.9%	0.5%	-0.4	43	0.1%	-7.6%	0.3%
CCOc1ccc(Cn2nnc(C(=O)Nc3cc(C)cc(C)c3)c2N)cc1	-6.5%	0.7%	-0.2%	0.1%	-0.2%	5.0	55	-1.4%	20.5%	-1.9%
CC1C(=O)N2CCCc3cc(S(=O)(=O)NCc4ccccc4Cl)cc1c32 (configuration not stated)	14.5%	2.7%	-0.1%	-6.1%	0.5%	0.0	61	0.7%	2.3%	-0.4%
COC(=O)c1cccc(N2C(=O)C3C4C=CC(CC4)C3C2=O)c1 (configuration not stated)	-10.2%	-12.9%	-0.1%	-2.4%	0.3%	-0.8	70	-0.3%	-2.8%	-1.1%
COC(=O)C(/C=N/OCc1ccc([N+](=O)[O-])cc1)NC(=O)c1cccc(Cl)c1 (configuration not stated)	-9.5%	-3.4%	-0.2%	-8.3%	-0.2%	1.2	34	3.2%	1.3%	-1.7%
COc1ccc(/C=C/C(=O)NC(=S)N2CCN(C)CC2)cc1	-2.1%	8.1%	0.0%	-0.3%	-1.6%	2.1	25	5.2%	26.5%	-1.4%
CCOC(=O)Cc1csc(NC(=O)/C=C\c2ccccc2)n1	0.0%	-8.1%	-0.3%	-9.4%	0.0%	0.3	89	-1.5%	-1.5%	-2.3%
COc1ccc2nc(-c3ccccc3)[nH]c2c1	-27.4%	-4.0%	0.4%	4.6%	-0.1%	0.1	71	-0.9%	11.7%	0.5%
COc1ccccc1NC(=O)CSc1nc(O)c(Cc2ccccc2)c(=O)[nH]1	57.2%	-1.4%	-0.1%	-2.6%	0.1%	-1.0	46	2.8%	1.9%	2.4%
COc1ccc(OC)c(NC(=O)N2CCCC(CNS(=O)(=O)c3cccs3)C2)c1 (configuration not stated)	-15.6%	-4.8%	0.8%	8.9%	-0.4%	1.6	33	0.8%	-12.1%	0.4%
Cc1cccc(CN2C(=O)N/C(=C/c3ccc(C)s3)C2=O)c1	4.9%	12.3%	-0.1%	-0.6%	-0.3%	-0.9	37	-3.3%	-1.6%	1.6%
COc1ccccc1C1CCN(c2ccc([N+](=O)[O-])cn2)CC1	4.2%	4.7%	-0.1%	8.9%	-0.9%	3.5	40	1.1%	?	-1.7%
CCO[C@@H]1OC(C(=O)O)=C[C@H](c2ccc(C(F)(F)F)cc2)[C@H]1CCCO	2.5%	1.6%	-0.2%	2.6%	-1.4%	-1.3	93	-2.1%	5.9%	2.2%
O=C(O)CNC1=NCCC1	8.5%	.	-0.2%	-12.9%	.	.	.	-5.1%	3.9%	-0.7%
CCN(CC)S(=O)(=O)c1ccc(C(=O)Nc2nnc(-c3ccco3)o2)cc1	2.7%	8.0%	-0.3%	2.0%	-0.3%	2.7	63	2.1%	15.4%	9.7%
O=C(NCCC1=CCCCC1)C1CCN(S(=O)(=O)c2cccc3nonc23)CC1	3.7%	.	-0.1%	-1.6%	.	1.9	44	-0.9%	?	4.8%
FC(F)(F)c1cc(-c2cccs2)nc(-n2cc(Br)cn2)n1	7.3%	-5.7%	-0.1%	11.4%	-0.5%	3.1	75	-0.2%	8.9%	-0.2%

Grouped by structure, those above containing a Cl atom
SMILES	GPR55 antagonists	Dengue-2 NS5 capping	GPR55 activation	GPR35 arrestin U2OS	K1F lysis inhibition	NTR1 ag	NTR1 ag cell count 20 µM	Siah-1 displacement	AID2073	HIV peptide binding	others
CCOC1=NN(c2ncc(C(F)(F)F)cc2Cl)C(=O)C1	13.0%	0.7%	-0.4%	5.2%	0.4%	-1.0	49	3.1%	5.7%	1.5%
O=C(c1cccc(Cl)c1)C1CCCN(C(=O)c2ccc3c(c2)OCO3)C1 (configuration not stated)	4.2%	3.2%	0.3%	2.9%	0.1%	0.7	70	-1.9%	17.2%	-3.3%
CC1C(=O)N2CCCc3cc(S(=O)(=O)NCc4ccccc4Cl)cc1c32 (configuration not stated)	14.5%	2.7%	-0.1%	-6.1%	0.5%	0.0	61	0.7%	2.3%	-0.4%
COC(=O)C(/C=N/OCc1ccc([N+](=O)[O-])cc1)NC(=O)c1cccc(Cl)c1 (configuration not stated)	-9.5%	-3.4%	-0.2%	-8.3%	-0.2%	1.2	34	3.2%	1.3%	-1.7%

Further entries:
SMILES	GPR55 antagonists	Dengue-2 NS5 capping	GPR55 activation	GPR35 arrestin U2OS	K1F lysis inhibition	NTR1 ag	NTR1 ag cell count 20 µM	Siah-1 displacement	AID2073	HIV peptide binding	others
Nc1ccc2oc(-c3cc(Br)ccc3Cl)nc2c1	14.9%	-5.6%	-0.1%	10.2%	-0.1%	1.7	51	9.5%	?	0.0%
Cc1ccc(NC(=O)COC(=O)C2C3CC4OC(=O)C2C4C3)cc1 (configuration not stated)	0.8%	-4.2%	-0.1%	0.9%	-0.2%	1.8	42	5.7%	-2.3%	-0.3%
Cc1ccc(C)c(CSc2nc(-c3ccco3)nc3c2c(=O)n(C)c(=O)n3C)c1	3.1%	.	-0.1%	-12.6%	.	.	.	0.9%	3.8%	-0.1%
COc1ccc(NC(=S)NCCC(c2ccccc2)c2ccccc2)c(OC)c1	-12.2%	-8.8%	-0.4%	0.0%	5.0%	0.9	94	0.6%	-15.4%	-2.7%
Cc1c(-c2cccs2)[n+](=O)c2c(n1[O-])CCC2	-2.6%	2.3%	-0.2%	1.1%	0.8%	-1.4	44	-1.2%	2.9%	-0.7%
CC(C)C[C@H](NC(=O)c1nc[nH]c1C(=O)NC1CCN(C(=O)OC(C)(C)C)CC1)C(=O)OC(C)(C)C	19.2%	-10.0%	-0.2%	-7.2%	0.9%	30.5	81	-1.0%	39.1%	1.8%
Cc1ccc(N2CC(C(=O)OCC(=O)Nc3cc(C)on3)CC2=O)c(C)c1 (configuration not stated)	-1.3%	-5.7%	-0.1%	-2.3%	0.0%	-1.2	47	-0.7%	6.9%	-0.4%
CN(CC(O)COc1c(F)cc(Br)cc1F)C1CCCCC1 (configuration not stated)	17.4%	-3.5%	-0.2%	-15.4%	0.5%	0.2	92	2.8%	9.9%	-0.3%
O=C(N/N=C/c1ccc(O)cc1)c1ccc(NC(=O)c2ccccc2Br)cc1	4.6%	1.1%	-0.1%	4.5%	1.4%	-0.6	20	-0.7%	0.6%	-0.6%

Bioassay records (PubChem BioAssay)

The order is random. About 1.2% of those tested had a hit in this group.
